Compound activity (PubChem)
S1P3 antag – antagonists of human S1P3 receptor; Q99500; CHO S1P3 NFAT-BLA reporter, FRET fluorescence, antagonist mode; inhibition, % at 4.98 µM; actives 0.27% (n = 170,000); AID 485;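 active = inhibition above the plate cutoff, the mean inhibition of test wells on that plate plus 3 SD, cut at about 28% in these data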;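 note: cells challenged with S1P at its EC80 of 0.8 µM; blue over green emission ratio from cleaved BLA substrate after 4 h stimulation; 0% = S1P-stimulated wells and 100% = unstimulated DMSO-only wells; some compounds past the cut are filed as inactive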
Target sequence (Q99500 whole entry, looked up): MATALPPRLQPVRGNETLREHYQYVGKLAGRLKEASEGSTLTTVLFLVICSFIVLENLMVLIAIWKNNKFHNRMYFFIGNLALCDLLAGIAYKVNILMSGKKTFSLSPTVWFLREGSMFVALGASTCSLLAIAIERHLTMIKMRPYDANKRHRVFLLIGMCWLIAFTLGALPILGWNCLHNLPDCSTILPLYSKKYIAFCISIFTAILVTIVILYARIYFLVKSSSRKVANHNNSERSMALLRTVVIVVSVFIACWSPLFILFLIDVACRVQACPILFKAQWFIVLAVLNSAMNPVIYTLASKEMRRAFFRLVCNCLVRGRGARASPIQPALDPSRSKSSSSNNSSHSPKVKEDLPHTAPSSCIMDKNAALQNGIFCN
SRC2 TRFRET art – TR-FRET artefact, counter-screen to PPARgamma/SRC-2 agonist assay; active compounds read high; TR-FRET ratio at 8 µM; actives 0.4% (n = 200,000); AID 1049; in the data active = TR-FRET ratio above about 2000; note: inactives centre near 1500
PPARg SRC3 recr – PPARgamma-driven SRC-3 recruitment agonism. AID 731. biochemical PPARgamma/SRC-3 coactivator recruitment assay. activation, % at 8 µM. actives 0.26% (n = 200,000). P37231; in the data active = activation above about 23%;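 note: 0% = DMSO and 100% = reference agonist; some compounds past the cut are filed as inactive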
Target sequence (P37231 whole entry, looked up): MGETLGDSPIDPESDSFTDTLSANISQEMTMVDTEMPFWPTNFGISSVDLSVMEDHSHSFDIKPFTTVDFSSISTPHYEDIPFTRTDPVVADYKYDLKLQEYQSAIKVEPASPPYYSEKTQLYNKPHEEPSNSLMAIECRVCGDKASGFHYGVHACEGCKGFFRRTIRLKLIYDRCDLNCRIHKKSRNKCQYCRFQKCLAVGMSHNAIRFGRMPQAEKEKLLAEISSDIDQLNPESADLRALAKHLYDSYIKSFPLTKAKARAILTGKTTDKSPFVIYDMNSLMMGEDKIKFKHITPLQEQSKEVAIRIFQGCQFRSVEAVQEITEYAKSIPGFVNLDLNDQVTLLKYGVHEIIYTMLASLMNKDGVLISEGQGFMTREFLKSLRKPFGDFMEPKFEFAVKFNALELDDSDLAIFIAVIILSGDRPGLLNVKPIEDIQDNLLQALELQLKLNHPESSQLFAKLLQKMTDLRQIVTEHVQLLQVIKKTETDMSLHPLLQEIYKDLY
PMI act – activators of human phosphomannose isomerase; P34949; purified human PMI, coupled resazurin fluorescence, 20 min; active compounds read high; 1 = vehicle control, 0 substrate-free wells; activation factor at 20 µM; actives 0.005% (n = 190,000); AID 1214;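 active = activation factor of 2 or more at 20 µM, relative to plate controls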
G6PDH CS – inhibits Leuconostoc G6PDH, flagging false hits in G6PDH-based assays. actives 0.12% (n = 200,000). inhibition, % at 5 µM. Purified L. mesenteroides G6PDH, diaphorase/resazurin coupled fluorescence, 45 min; in the data active = inhibition above about 50%
Diaphorase act – activates diaphorase or chemically reduces, flagging diaphorase assay artifacts; Diaphorase/resazurin coupled assay, resorufin fluorescence, 16 min; active compounds read high; 1 = vehicle wells, 0 = NADH-free wells; actives 0.005% (n = 190,000); activation factor at 20 µM; AID 1229;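 active = diaphorase activity raised at least twofold by the compound at 20 µM; inactive = activation factor below 2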
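Material: purified diaphorase enzyme from Clostridium kluyveri / Medium: HEPES pH 7.4 buffer with MgCl2 and Tween 20 / Schedule: enzyme reaction of 16 min at room temperature / Measured by: resorufin fluorescence, excitation 544 nm, emission 590 nm / Evaluation: rise in resorufin formation, marking diaphorase activation or chemical reduction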
PPARg SRC1 recr – PPARgamma-driven SRC-1 recruitment agonism | PPARgamma-SRC-1 coactivator recruitment biochemical assay | activation, % at 8 µM | actives 0.41% (n = 200,000) | AID 631; in the data active = activation above about 19%;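 note: 0% = DMSO and 100% = reference agonist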
PMI act satM6P – increases human PMI activity with near-saturating mannose 6-phosphate; P34949; coupled PMI enzyme assay, resazurin fluorescence, 20 min; active compounds read high; 1 = untreated enzyme, 0 = substrate-free blank; activation factor at 20 µM; actives 0.34% (n = 190,000); AID 1216;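 active = activation factor of 2 or more at 20 µM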
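Material: human phosphomannose isomerase with PGI, G6PDH, diaphorase coupling enzymes; amount: PMI at 15 ng/mL final; also added: Mannose-6-phosphate 1.0 mM (near-saturating) plus 0.22 mM NADP+; incubation: enzyme reaction with compound 20 min at room temperature; signal: resorufin fluorescence (Ex 544/Em 590 nm) from resazurin via diaphorase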
PPARg SRC-2 ag – promotes SRC-2 coactivator recruitment by human PPARgamma | activation, % at 8 µM | P37231 | PPARgamma LBD-SRC-2 recruitment, biochemical | actives 0.34% (n = 200,000); in the data active = activation above about 22%;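 note: 0% = vehicle and 100% = reference agonist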
ROMK primary – modulates human ROMK potassium channel activity. P48048. AID 1918. actives 2% (n = 130,000). Tet-inducible ROMK, thallium flux fluorescence; actives lie on both sides. B-score at 10 µM;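 active = signal ratio slope over the read window, or its plate-corrected B-score, at least 3 SD from the plate mean, either direction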;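 note: B-score of the F/F0 ratio slope over 7 to 12 s after thallium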
Diaphorase inh – counter-screen for diaphorase-based assays: diaphorase inhibitors and chemical oxidizers. AID 1217. inhibition, % at 20 µM. actives 0.69% (n = 190,000). diaphorase resazurin-to-resorufin fluorescence, NADH, 16 min; bacterial (C. kluyveri) enzyme, not human;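 active = primary screen inhibition at 20 µM above a set limit, cut at about 50% in these data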;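 note: plate controls were DMSO with full reaction for no effect and wells lacking NADH for full effect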
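System: Diaphorase enzyme from Clostridium kluyveri | Amount: Enzyme working solution with 0.14 U/mL diaphorase | Benchmarks: No-NADH positive control and DMSO neutral control | Signal: Fluorescence of resorufin formed from resazurin, Ex 544/Em 590 nm | Schedule: 16-min room-temperature incubation before reading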
The depositor's hits bear a star; nt = no result given; & = joins results of further samples.

SMILES | S1P3 antag | SRC2 TRFRET art | PPARg SRC3 recr | PMI act | G6PDH CS | Diaphorase act | PPARg SRC1 recr | PMI act satM6P | PPARg SRC-2 ag | ROMK primary | Diaphorase inh
COC(=O)c1nnn(CC(=O)Nc2cccc(Cl)c2)c1C(=O)OC | nt | 1461 | 1 | 1 | 4 | 0.9 | -6 | 1 | -3 | nt | 7
Cc1ccc(Cn2c(C(=O)NCCCN3CCOCC3)cc3sccc32)cc1 | -16 | 1364 | -4 | 1 | -1 | 0.8 | -2 | 1 | -5 | nt | 18
CCOC(=O)N1CCC(n2c(=S)[nH]c3ccccc3c2=O)CC1 | nt | 1565 | -3 | 1 | 0 | 0.8 | 1 | 1 | -2 | 0.11 | 19
CC(O)CNC12CC3CC(CC(C3)C1)C2 (stereo not given) | -11 | 1714 | 5 | 1 | 2 | 1 | 7 | 1 | 0 | 0.86 | 0
N=C1/C(=C/c2ccc(-c3cccc(C(=O)O)c3)o2)C(=O)N=C2SC=C(c3ccccc3)N12 | 6 | 1479 | 4 | 0.9 | 2 | 0.5 | 8 | 0.7 | 5 | 2.3* | 54*
Cc1ccc(S(=O)(=O)NCCC2(C(C)C)CCOC(C)(C)C2)cc1 (stereo not given) | nt | 1727 | 3 | 0.9 | 3 | 0.8 | 8 | 1 | 17 | -0.11 | 24
COc1ccc(NC(=O)C(=O)NCCC2=CCCCC2)c(OC)c1 | -4 | 1579 | 3 | 1.1 | -6 | 0.9 | 1 | 1 | -6 | 1.5 | 6
O=[N+]([O-])c1ccc(Sc2nccn2Cc2ccccc2)cc1 | nt | 1577 | 0 | 1 | 10 | 0.9 | 0 | 0.9 | 8 | -0.95 | 13
Cc1ccc(NC(=S)N2CCN(c3ccccn3)CC2)c(C)c1 | 11 | 1541 | 7 | 0.9 | -1 | 1 | -3 | 1 | 7 | 1.1 | 4
O=C(c1cccc(F)c1)N1CCN(c2cc(N3CCCCC3)c(F)cc2[N+](=O)[O-])CC1 | nt | 1463 | 3 | 0.8 | -6 | 0.8 | 2 | 0.8 | -3 | nt | 18
Cc1cc(C)n2nnnc2c1C#N | -8 | 1454 | -5 | 1 | -5 | 1 | 4 | 1.1 | -4 | 0.27 | -2
CCCS(=O)(=O)N1CCN=C1SCc1cccnc1 | -10 | 1519 | -3 | 0.9 | 8 | 0.9 | -1 | 0.9 | 7 | 0.12 | 14
COC(=O)c1sccc1NC(=O)CN(C)NS(=O)(=O)c1ccc(F)cc1 | nt | 1593 | 3 | 1 | 7 | 0.9 | 5 | 0.9 | 10 | nt | 12
COc1cc(NC(=O)c2ccc(F)cc2)c(OC)cc1NC(=O)CN1CCOCC1 | -12 | 1402 | -3 | nt | 15 | nt | -6 | nt | -11 | -0.18 | nt
Cc1nn(CCC(=O)NNC(=S)Nc2cccc(Cl)c2)c(C)c1[N+](=O)[O-] | nt | 1423 | 20 | 0.9 | 4 | 0.7 | -1 | 1 | 10 | 0.076 | 25
COc1ccc(N(C(C)C(=O)NN=C2CCCCCCC2)S(C)(=O)=O)cc1 (stereo not given) | -11 | 1494 | -3 | 1 | 4 | 0.8 | -4 | 1 | 1 | 0.83 | 18
CCc1nnc(SCc2cn3c(C)cc(C)nc3n2)n1N | -24 | 1492 | 2 | 1.1 | 21 | 1 | 2 | 1.1 | 0 | nt | -4
CCOC(=O)C1=C(C)NC(C)=C(C(=O)OCC)C1C | -15&-2 | 1757 | 1 | 0.9 | -1 | 0.8 | 7 | 1 | 0 | 1.3&-0.75 | 18
O=C(CCc1ccccc1)NC(=S)Nc1cc(C(F)(F)F)ccc1N1CCOCC1 | nt | 1721 | 15 | 0.8 | 1 | 0.7 | -6 | 0.9 | 1 | nt | 26
Cc1cc(C=O)c(C)n1-c1ccc(Cl)c(C(=O)O)c1 | -13 | 1410 | -5 | 1.4 | 2 | 0.9 | -6 | 1.4 | 2 | nt | 12
CC(C)CC(=O)NC(=S)Nc1ccc(NC(=O)c2ccco2)cc1 | 10 | 1536 | 8 | 1.1 | 8 | 0.9 | 6 | 1.1 | -3 | -0.03 | 15
Cc1ccc(NC(=O)CSc2nnc(N)s2)c([N+](=O)[O-])c1 | -24 | 1545 | -1 | 1 | -1 | 0.9 | 6 | 1 | 1 | 0.31 | 5
COc1ccc(COC(=O)NNC(=O)c2ccccc2Cl)cc1 | nt | 1483 | -2 | 0.9 | 7 | 0.8 | -11 | 0.9 | 12 | 0.054 | 18
N#CCCn1cc(C(=O)Nc2ccc([N+](=O)[O-])cc2)c(-c2cccs2)n1 | -9 | 1533 | -3 | 1 | -1 | 0.9 | -1 | 1 | -10 | -0.54 | 10
CCOC(=O)CNC(=O)CSc1nnnn1-c1cc(C)ccc1C | -1 | 1552 | -8 | 0.9 | -4 | 0.9 | 6 | 0.9 | -3 | nt | 14
CCNC(=O)NC(=O)C(C)OC(=O)CCS(=O)(=O)c1ccc(C)cc1 (stereo not given) | 6 | 1642 | -2 | 1.1 | 16 | 1 | -1 | 1.1 | -3 | 0.89 | -3
c1ccc(-c2csc3ncn4cnnc4c23)cc1 | 8 | 1522 | -6 | 1 | 21 | 1 | 0 | 0.9 | 2 | nt | 3
CCOC(=O)C1C(=O)NC(c2ccccc2)=NC1c1ccc(C(C)C)cc1 (stereo not given) | nt | 1334 | -3 | 1.1 | 12 | 0.9 | 2 | 1 | 2 | nt | 6
CCOC(=O)N1CCC(NC(=O)c2cccnc2SC)CC1 | -10 | 1738 | 1 | 0.9 | -1 | 1.1 | 6 | 1 | 7 | 1.2 | -5
CC(=O)Nc1cccc(-c2nnc3c4ccccc4c(C)nn23)c1 | 2 | 1833 | 6 | nt | 15 | nt | 4 | nt | 3 | 0.54 | nt
Cc1ccc2nc(C(=O)N3CCc4c([nH]c5ccccc45)C3c3ccccn3)cn2c1 (stereo not given) | 15 | 1450 | 2 | nt | 15 | nt | -3 | nt | 2 | nt | nt
Cc1ccc(-c2csc(C(C#N)=C3CCCC3)n2)cc1 | nt | 1399 | -2 | 1 | 2 | 1 | -3 | 1.1 | 9 | nt | 2
CC(C)Cc1nc2sc3c(=O)[nH]cnc3c2c2c1CCC2 | -3 | 1472 | -1 | 0.9 | 17 | 0.9 | -5 | 1 | 0 | 0.019 | 10
CSc1nc(N2CCOCC2)cc(N2CCOCC2)n1 | -16 | 1708 | 2 | 1 | 4 | 0.9 | -4 | 1 | 1 | -0.32 | 11
COc1ccc(/C=C/C(=O)Nc2cc(C(F)(F)F)ccc2Cl)cc1OC | 9 | 1740 | 5 | 0.9 | -31 | 0.9 | 3 | 1 | 2 | nt | 12
COc1ccc(CNC(=O)C2CC=CCC2C(=O)O)cc1OC (stereo not given) | -18 | 1353 | -8 | 1 | 2 | 1.1 | 2 | 1 | 8 | nt | -9
CCN(CC(=O)Nc1cc(Cl)ccc1C)C(=O)COc1ccccc1F | 6 | 1489 | 2 | 1 | 4 | 1 | 0 | 1 | -5 | -0.51 | 3
CN(C)c1ccc(-c2noc(C3CCN(S(=O)(=O)c4cccc(C(=O)O)c4)CC3)n2)cc1 | nt | 1447 | -1 | 0.9 | 10 | 0.9 | -3 | 0.9 | 1 | nt | 12
Oc1c(Br)cc(Br)cc1C=NCc1ccc(F)cc1 | -4 | 1663 | 3 | 1 | 31 | 0.7 | 21* | 0.5 | 7 | 3.3* | 26
CCc1nc(C)cn1S(=O)(=O)c1cc(Br)ccc1OC | -16 | 1468 | 4 | 1 | 1 | 1 | 8 | 0.9 | 3 | nt | -5

4 of these compounds, reformatted.
canonical_smiles	S1P3 antag	SRC2 TRFRET art	PPARg SRC3 recr	PMI act	G6PDH CS	Diaphorase act	PPARg SRC1 recr	PMI act satM6P	PPARg SRC-2 ag	ROMK primary	Diaphorase inh
Cc1ccc(NC(=O)CSc2nnc(N)s2)c([N+](=O)[O-])c1	-24	1545	-1	1	-1	0.9	6	1	1	0.31	5
COc1ccc(COC(=O)NNC(=O)c2ccccc2Cl)cc1	nt	1483	-2	0.9	7	0.8	-11	0.9	12	0.054	18
N#CCCn1cc(C(=O)Nc2ccc([N+](=O)[O-])cc2)c(-c2cccs2)n1	-9	1533	-3	1	-1	0.9	-1	1	-10	-0.54	10
CCOC(=O)CNC(=O)CSc1nnnn1-c1cc(C)ccc1C	-1	1552	-8	0.9	-4	0.9	6	0.9	-3	nt	14

The results go on:
SMILES | S1P3 antag | SRC2 TRFRET art | PPARg SRC3 recr | PMI act | G6PDH CS | Diaphorase act | PPARg SRC1 recr | PMI act satM6P | PPARg SRC-2 ag | ROMK primary | Diaphorase inh
O=C(OCc1ccc([N+](=O)[O-])cc1)C1CCN(S(=O)(=O)c2ccccc2)CC1 | 0 | 1593 | -1 | 0.9 | -20 | 0.8 | 9 | 0.9 | 0 | -1.1 | 20
CCOC(=O)C1CCCN(c2ncnc3c2cnn3-c2ccc(Cl)cc2)C1 (stereo not given) | nt | 1693 | -9 | 1 | 2 | 1 | 0 | 1 | -3 | nt | 3
O=C1NC(=O)C(=C2CCCCCC2)S1 | 1 | 1289 | -1 | 1 | -2 | 0.9 | -3 | 1 | 2 | nt | 8
Cc1cc(C(=O)COC(=O)c2ccc(CO)cc2)c(C)n1CC1COc2ccccc2O1 (stereo not given) | -8 | 1741 | 5 | 0.8 | -1 | 0.7 | -5 | 0.8 | 0 | 1.5 | 26
CCc1cc(CNC(=O)CC2C(=O)NCCN2CC2CCCCC2)on1 (stereo not given) | -8 | 1505 | 4 | nt | 10 | nt | -2 | nt | -2 | 0.59 | nt
COc1cccc(N2C(=O)C3CCCN3C2c2ccc(F)cc2)c1 (stereo not given) | -5 | 1523 | 2 | 1 | 10 | 1 | 4 | 1 | 3 | nt | 1
COc1cccc(-n2nnnc2SCC(=O)NCc2ccco2)c1 | -20 | 1565 | 11 | 1 | 3 | 1 | -2 | 1.1 | 2 | 0.68 | 0
COC(=O)c1cc(Oc2ccc(C(=O)OC)cc2N)cc(C(=O)OC)c1 | -3 | 1554 | 1 | 0.9 | -8 | 0.9 | 0 | 0.9 | 2 | nt | 11
COc1cccc(CN2CCN(C(=S)NCc3ccc(Cl)cc3)CC2)c1 | -6 | 1658 | -1 | 0.9 | 9 | 0.8 | 3 | 0.9 | -5 | -0.3 | 23
CCCCNc1cc(NC(C)=O)cc2cc(OC)c(OC)cc12 | 11 | 1663 | 12 | 0.5 | 34 | 0.6 | 9 | 0.5 | 12 | nt | 45
Fc1ccc(CN2CCSCC2)cc1Br | 14 | 1648 | -4 | 1 | 4 | 0.9 | 2 | 1.1 | -4 | 0.059 | 5
